Assay outcomes as filed in PubChem.
GAA glycogen: alters human alpha-glucosidase cleavage of glycogen; P10253; recombinant GAA, glycogen substrate, Amplex Red glucose oxidase fluorescence; Potency, µM (series often up to 76.4 µM), for the others: at the highest dose activity change, negative = inhibition, actives largely listed as inhibitors; 300,000 tested, 0.38% active; active = well fitted inhibition curve with a large enough effect;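 note: 0% = full enzyme reaction and -100% = no-enzyme basal signal; the screen sought inhibitors and activators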
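Recombinant human enzyme (4 nM); glycogen substrate; 37 C, 40 min, pH 5.0. Readout: coupled glucose oxidase/Amplex Red fluorescence.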
The depositor's hits bear a star; [ ] = dose if it differs, or a comment. Potency is the fitted concentration of half-maximal effect. The list is partial (hit frequency here may not be typical).

GAA glycogen | molecule
-15%[76.3 µM] | Cn1nccc1C(=O)N1CCN(C23CC4CC(CC(C4)C2)C3)CC1
-2%[76.3 µM] | CC1CC(C)CN(C(=O)CCNC(=O)c2ccccc2Cl)C1 (centres undefined)
-5%[76.3 µM] | COc1ccc(NC2CCCN(C(=O)CCCN3CCCCC3=O)C2)cc1 (centres undefined)
-25% | COc1ccc(-c2cn[nH]c2-c2ccc(O)cc2O)cc1OC
5% | CC(C)(C)c1ccc(NC(=O)c2cc[n+]([O-])cc2)cc1
0% | CCC(C)[C@H](NC(=O)c1cc2cc(Cl)ccc2n1C)C(=O)N1CCC(C(=O)O)CC1 (some centres undefined)
-4% | Cc1c(C(=O)N2CCOCC2)sc(NC(=O)c2ccccc2F)c1C#N
-8%[76.3 µM] | COc1cccc(N2CC(C(=O)Nc3nnc(SCC(=O)NCC4CCCO4)s3)CC2=O)c1 (centres undefined)
-3% | COc1cccc(C(C(=O)NCC2CCCO2)N(C(=O)Cn2nnc3ccccc32)c2ccc(NC(C)=O)cc2)c1OC (centres undefined)
-5% | CN(C)C(CNC(=O)Cc1cccc(C(F)(F)F)c1)c1ccccc1 (centres undefined)
-13%[76.3 µM] | Cc1cc(=O)oc2c3c(cc(OCC(=O)N4CCC(C(=O)O)CC4)c12)OC(C)(C)CC3
-2%[76.3 µM] | C/C(=N\NC(=O)c1cc(O)ccc1O)c1cccc(NC(=O)c2ccc(Cl)cc2)c1
1%[76.3 µM] | O=C(NC1CCCN(c2ccc(C(F)(F)F)cn2)C1)c1cc(Cl)ccc1F (centres undefined)
4%[76.3 µM] | Cc1c(C)n(C)c2ccc(C(=O)NCCCN(C)C3CCCCC3)cc12
6% | Cc1[nH]c(=O)c(C#N)c(C)c1CCC(=O)N(C)CC(=O)Nc1ccc(Cl)c(Cl)c1
-5%[76.3 µM] | Cc1ccc2nccc(C(=O)N3CCCC(Nc4ccc(F)cc4)C3)c2c1 (centres undefined)
0% | O=C(NC1CCCC1)C(c1ccc(F)cc1)N(C(=O)c1csnn1)c1ccccc1 (centres undefined)
7% | O=C(c1ccc2c(c1)OCCO2)C1CCN(C(=O)Nc2ccc(F)cc2)CC1
1%[76.3 µM] | CCCc1nc(SCC(=O)Nc2nnc(CC)s2)c2c(=O)n(C)c(=O)n(C)c2n1
-11%[76.3 µM] | O=C(NCc1cccc(C(F)(F)F)c1)C1CCCN(c2cnccn2)C1 (centres undefined)
-1%[76.3 µM] | COc1ccc(OC)c(C2C(C(=O)c3ccco3)=C(O)C(=O)N2CC2CCCO2)c1 (centres undefined)
-4% | O=C(CCN1C(=O)/C(=C/c2cccs2)SC1=S)Nc1ccccc1O
-12% | Cc1cc(C)cc(NC(=S)N2CCC(NC(=O)C3CCCCC3)CC2)c1
6%[76.3 µM] | CN(Cc1ccc(Br)cc1)CC(O)COc1cccc(Br)c1 (centres undefined)
-17%[76.3 µM] | CN(CC1COc2ccccc2O1)C(=O)c1cc(COc2c(F)cccc2F)on1 (centres undefined)
5%[76.3 µM] | COc1cc(CNC(=O)C2CCC(=O)N(C3CCCCCC3)C2)cc(OC)c1 (centres undefined)
-13% | CC(NC(=O)CN(C)Cc1cccc(Cl)c1)c1ccccc1 (centres undefined)
-4%[76.3 µM] | Cc1nnc(SCC(=O)NC2CCCCCC2)n1C(C)C
0%[76.3 µM] | Cc1ccc(C)c(S(=O)(=O)NCc2ccc(C(=O)N3CCN(c4ccccc4)CC3)cc2)c1
-10%[76.3 µM] | CCN1CCN(C(=O)c2ccc(CNS(=O)(=O)c3cccc(OC)c3)cc2)CC1
2% | COc1ccccc1N1CCN(CCCCOc2c(OC)cccc2OC)CC1
-19%[76.3 µM] | CCC(C(=O)NCCCN1CCCC1=O)n1c2ccccc2c2nc(=O)cc(C)n21 (centres undefined)
-4% | COc1ccc(C(C(=O)NC(C)(C)C)N(CCO)C(=O)CCC(=O)Nc2cc(C)on2)cc1 (centres undefined)
4% | COc1cc(C(CC(=O)Nc2ccc(C)cn2)N2Cc3ccccc3C2=O)cc(OC)c1OC (centres undefined)
3%[76.3 µM] | CC(=O)Nc1cccc(C(=O)OC2CCOC2=O)c1 (centres undefined)
-1%[76.3 µM] | Cc1ccc(C(C)NC(=O)c2ccncc2)cc1C (centres undefined)
-13% | OC(CN1CCN(c2cccc(Cl)c2)CC1)c1ccc(F)cc1 (centres undefined)
6%[76.3 µM] | CN1CCN(C(c2ccc(Br)cc2)c2cc(Cl)c3cccnc3c2O)CC1 (centres undefined)
5% | O=C(NCc1cccs1)C1CCCN1C(=O)Nc1ccccc1[N+](=O)[O-] (centres undefined)
2%[76.3 µM] | O=C(Nc1ccccc1F)c1ccc(CN2CCc3ccccc3C2)cc1
-2%[76.3 µM] | Cc1ccc(C)c(NC(=O)CSc2nnc(C3CCCCC3)o2)c1
-3% | CCc1ccc(NC(=O)CN(CC(=O)Nc2ccc(CC)cc2)CC(C)O)cc1 (centres undefined)
-5%[76.3 µM] | Cc1ccc(C(C)C)c(OCC(=O)NC2CCN(C)CC2)c1
6% | COc1cc(/C=C/c2cc[n+](C)cc2)ccc1OCC(=O)Nc1ccc(Cl)c(Cl)c1
-4%[76.3 µM] | Cc1cc(C)cc(OCC(=O)NNC(=S)NC(=O)C2CC2)c1
-9%[76.3 µM] | O=C1NCCN1CCNS(=O)(=O)c1cc(C(F)(F)F)cc(C(F)(F)F)c1
14% | O=C(O)c1cccnc1Sc1ccc(Br)cc1
2%[76.3 µM] | COc1ccc(OCC2CCNCC2)cc1
-1% | COc1cc(OC)cc(C(=O)NC(C(=O)N2CCc3ccccc3C2)C(C)C)c1 (centres undefined)
-7%[76.3 µM] | Cc1ccc(NC(=O)c2nnn(CC(=O)Nc3ccc4c(c3)OCO4)c2N)cc1C

The list continues:
GAA glycogen | molecule
-3%[76.3 µM] | Cc1ccc(Cl)cc1NC(=O)NCc1ccccn1
2%[76.3 µM] | COc1ccc(C(=O)Nc2nnc(S(=O)(=O)Cc3ccc(F)cc3)s2)cc1
1%[76.3 µM] | Cc1ccc(S(=O)(=O)NCc2ccncc2)cc1C(=O)NCC(C)C
3%[76.3 µM] | CCOc1ccc(CCNC(=O)COC(=O)/C=C/c2ccco2)cc1OCC
-1%[76.3 µM] | O=C(/C=C/c1ccc([N+](=O)[O-])cc1)/C=C/c1ccco1
0%[76.3 µM] | NC(=O)C1CCN(C(=O)C2CC(=O)N(c3ccc(F)cc3)C2)CC1 (centres undefined)
-2% | O=c1ccc(-c2ccccc2)nn1Cc1ccc(F)cc1
-1% | COc1ccc2cc(C(C)C(=O)N3CCC(C(N)=O)CC3)ccc2c1 (centres undefined)
-1%[76.3 µM] | O=C1Nc2cc(C(=O)N3CCN(c4ccc(F)cc4)CC3)ccc2NC1CSCc1cccc(F)c1 (centres undefined)
-4%[76.3 µM] | Cc1ccc(S(=O)(=O)Nc2ccc(C(=O)NCc3cccnc3)cc2)cc1
-4% | CCc1nn2c(=O)c(S(=O)(=O)Nc3ccccc3)c(C)nc2s1
-11%[76.3 µM] | Cc1ccc(OCC(=O)Nc2ccccc2C(=O)NC2CC2)cc1C
-13%[76.3 µM] | CCOCCc1nn2c(=O)cc(CSCC(=O)Nc3ccc(OC)cc3)nc2s1
2% | O=C1CSC(=Nc2ccc(F)cc2)N1
0% | O=C(CS(=O)c1ccc(Br)cc1)N1CCOCC1 (centres undefined)
-2% | CC(C)C(NC(=O)c1ccccc1)c1nnc(SCC(=O)NC2CCCC2)n1C (centres undefined)
0%[76.3 µM] | Cc1cc(C)c(NS(=O)(=O)c2c(C(=O)N3CCOCC3)c(C)n(C)c2C)c(C)c1
-7%[76.3 µM] | COc1ccc(S(=O)(=O)NC2CCCCC2)cc1F
0%[76.3 µM] | CN(C)CCCN(C(=O)c1ccc(S(=O)(=O)N(C)Cc2ccccc2)cc1)c1nc2c(F)cccc2s1
2%[76.3 µM] | Cc1c(C)c2ccc(OCC(=O)Nc3ccc(CN4CCOCC4)cc3)cc2oc1=O
-14% | Cc1sc(N)nc1-c1c(C)n(C)c2ccccc12
1%[76.3 µM] | COc1cc(C#N)c(NS(=O)(=O)c2ccc3[nH]c(=O)sc3c2)cc1OC
-3%[76.3 µM] | CC(C)c1ccc(NC2CCCN(C(=O)c3ccoc3)C2)cc1 (centres undefined)
0%[76.3 µM] | COc1ccc(C(=O)Nc2nnc(SCC(=O)NCC3CCCO3)s2)cc1OC (centres undefined)
3%[76.3 µM] | O=C(O)CCN1CCc2ccccc2C1c1ccncc1 (centres undefined)
1%[76.3 µM] | CCn1c(=O)n(CC)c2cc(N3CCCC3)c(NC(=O)c3ccc(C)cc3)cc21
-7%[76.3 µM] | CC(=O)Nc1ccc(NC(=O)CN(C)S(=O)(=O)c2ccc3c(c2)CCC(=O)N3)cc1
1% | CCOc1ncccc1-c1nc(-c2cccs2)no1
-3% | CCN(CC)C(=O)CNC(=O)c1nn(-c2ccc(OC)c(Cl)c2)c(=O)c2ccccc12
-12%[76.3 µM] | CCN(CC)S(=O)(=O)c1ccc2oc(SCC(=O)NC3CC3)nc2c1
-9%[76.3 µM] | COc1ccccc1CCC(=O)N(Cc1ccccc1)c1c(N)n(Cc2ccccc2)c(=O)[nH]c1=O
0% | Cc1nc2nc(C)c(NS(=O)(=O)c3ccc(C(C)(C)C)cc3)c(=O)n2[nH]1
-4%[76.3 µM] | CCOc1cc(/C=N/NC(=O)C2CCCC2)ccc1OC(C)C
0% | CCC(=O)N1CCN(c2ccc(NC(=O)COc3cccc(C)c3C)cc2)CC1
9%[76.3 µM] | CC(=O)c1cc2c(cc1N(C(=O)c1ccco1)C(C(=O)NC1CCCC1)c1ccccc1F)OCO2 (centres undefined)
-5%[76.3 µM] | COc1ccc(C(=O)N2CCC3(CC2)NCCc2[nH]cnc23)cc1OC
4% | O=C(Nc1cccnc1)c1ccc([N+](=O)[O-])o1
0%[76.3 µM] | Cc1c(C(=O)N2CCc3ccccc3C2)oc2ccccc12
3%[76.3 µM] | Cc1ccccc1C(=O)N(C)c1ccccc1C(=O)NCc1ccccc1
1%[76.3 µM] | CCc1cccc(NC(=O)C2CCCN(S(=O)(=O)c3ccc4[nH]c(=O)ccc4c3)C2)c1 (centres undefined)
2%[76.3 µM] | Cc1cc(Cl)c2oc(C(=O)N(C)C(C)c3ccccn3)c(C)c2c1 (centres undefined)
-1% | Cc1cccc(C(=O)Nc2ccc(NC(=O)CN3CCOCC3)cc2)c1
-3%[76.3 µM] | CC(C)[C@H](N)C(=O)N1CCC(C(=O)N[C@@H](Cc2ccccc2)C(=O)NCc2ccc(F)cc2)CC1
-1%[76.3 µM] | CCn1cc(C(=O)O)c(=O)c2cc(F)c(N3CCN(C(=S)NC(=O)c4cc(OC)cc(OC)c4)CC3)cc21
-2% | COc1ccc(C(=O)Nn2c(C)nc3ccccc3c2=O)cc1Br
4% | O=C(CN(Cc1ccccc1F)C(=O)c1csnn1)NCc1ccc2c(c1)OCO2
-7%[76.3 µM] | Cc1ccccc1CNC(=O)C1CCC(=O)N(CC2CCCCC2)C1 (centres undefined)
-5%[76.3 µM] | COCCCN(Cc1ccco1)C(=O)CSc1nc2ncccc2[nH]1
8%[76.3 µM] | Cc1ccc(S(=O)(=O)c2nnn3c2nc(N2CCOCC2)c2ccccc23)cc1C
2% | CCOC(=O)C1CCN(S(=O)(=O)c2ccc(Cl)cc2)CC1

Seven compounds from above, ordered by length of the SMILES, ascending:
GAA glycogen | molecule
-2% | O=c1ccc(-c2ccccc2)nn1Cc1ccc(F)cc1
2% | COc1ccccc1N1CCN(CCCCOc2c(OC)cccc2OC)CC1
2%[76.3 µM] | COc1ccc(C(=O)Nc2nnc(S(=O)(=O)Cc3ccc(F)cc3)s2)cc1
6% | COc1cc(/C=C/c2cc[n+](C)cc2)ccc1OCC(=O)Nc1ccc(Cl)c(Cl)c1
1%[76.3 µM] | CCc1cccc(NC(=O)C2CCCN(S(=O)(=O)c3ccc4[nH]c(=O)ccc4c3)C2)c1 (centres undefined)
-9%[76.3 µM] | COc1ccccc1CCC(=O)N(Cc1ccccc1)c1c(N)n(Cc2ccccc2)c(=O)[nH]c1=O
-3%[76.3 µM] | CC(C)[C@H](N)C(=O)N1CCC(C(=O)N[C@@H](Cc2ccccc2)C(=O)NCc2ccc(F)cc2)CC1

Sorted by the number under GAA glycogen (low to high): three of the compounds above.
GAA glycogen | molecule
-2% | O=c1ccc(-c2ccccc2)nn1Cc1ccc(F)cc1
1% | CCOc1ncccc1-c1nc(-c2cccs2)no1
6% | Cc1[nH]c(=O)c(C#N)c(C)c1CCC(=O)N(C)CC(=O)Nc1ccc(Cl)c(Cl)c1

Other entries
GAA glycogen | molecule
1% | CCOc1ccc2[nH]cc(-c3csc(N)n3)c2c1
-2%[76.3 µM] | CC(=O)Nc1ccc(NC(=O)C(C)OC(=O)CCN=C2NS(=O)(=O)c3ccccc32)cc1 (centres undefined)
2% | O=C(Cc1ccccc1)NCC(=O)N/N=C/c1ccc([N+](=O)[O-])s1
-9% | Cc1cc(C(=O)NCc2ccc(F)cc2)c2ccccc2n1
0% | Cn1c(CC(=O)Nc2ccccc2F)nnc1SCC(=O)NC1CCCCC1
-16% | C=CCNC(=O)COC(=O)c1c2c(nc3ccccc13)CCC2
-6%[76.3 µM] | O=C(CSc1nc(N2CCOCC2)nc(N2CCOCC2)n1)Nc1cccc(C(F)(F)F)c1
5%[76.3 µM] | CCN(CC)CCN1C(=O)C(=O)/C(=C(/O)c2ccc(S(=O)(=O)N3CCOCC3)cc2)C1c1ccc(C(C)C)cc1 (centres undefined)
